# Screens from PubChem BioAssay.
# dFosB act – activators of mouse delta FosB homodimer; P13346; purified delta FosB, TAMRA-CDK5 oligo fluorescence polarization; percent of positive-control signal above neutral wells; activation, % at 25 µM; actives 0.99% (n = 340,000); AID 493131;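 active = mean activation above about 17%, with every replicate also reaching it, limit read from the data, passing the limit was not always enough; inconclusive = only one of the two conditions met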;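 note: fluorescence polarization rise as delta FosB binds a TAMRA Cdk5 AP-1 oligo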
# CAL PDZ FP-1 – blocks peptide binding to the human CAL PDZ domain. purified CAL PDZ, TMR-peptide fluorescence polarization, 1 h. AID 602252. Q9HD26. actives 0.92% (n = 300,000). inhibition, % at 24.9 µM;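 active = mean inhibition of at least 30% with at least half of replicates also reaching 30%; inconclusive = no clear call, values can overlap the other calls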;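 note: 0% = DMSO neutral control and 100% = excess unlabeled competitor peptide PRC23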
# NSD2 inh – inhibitors of human histone methyltransferase NSD2. O96028. NSD2 peptide methylation, AlphaScreen, 120 min. inhibition, % at 12.5 µM. actives 0.54% (n = 310,000). AID 743445; in the data active = inhibition above about 50%
# SR-BI DiI-HDL act – enhances SR-BI lipid uptake from DiI-HDL; CHO ldlA[mSR-BI] cells, DiI-HDL uptake fluorescence, 3 h; 100 = double the neutral-control signal; activation, % at 12.5 µM; actives 0.096% (n = 320,000);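 active = mean replicate activation of at least 60% and every replicate at or above 60%; inconclusive = mean or all-replicate condition met, but not both; inactive = mean below 60% and not all replicates reaching 60%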;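 note: 0% = median plate neutral-control signal and 100% = twice that signal; values of inactives mirror those of a sister screen read the other way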
#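 Assay system: LDL receptor-deficient CHO ldlA cells overexpressing murine SR-BI / Medium: BSA-supplemented, HEPES-buffered Ham's F12, pH 7.4 / Probe or stimulus: DiI-labelled HDL at 10 µg/mL final / Timing: compound with DiI-HDL co-incubation, 3 h at 37 °C / Technique: bottom-read cell fluorescence after medium removal, ex 550/em 595 nm / Measure: HDL uptake via cellular fluorescence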
# CAL PDZ FP-2 – blocks peptide binding to human CAL PDZ domain. purified CAL PDZ, TMR-peptide fluorescence polarization, 1 h. inhibition, % at 20 µM. actives 0.02% (n = 330,000). AID 504414;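 active = highest replicate inhibition of at least 40%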;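 note: plate controls were DMSO neutral control wells for no effect and unlabeled competitor peptide control wells for full effect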
#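 System: purified tagged CAL PDZ domain construct (CerCALP). Schedule: 1 h incubation at room temperature before polarization reading. Medium: 25 mM sodium phosphate pH 7.4, 150 mM NaCl, TCEP, IgG, Thesit. Read-out: percent inhibition from loss of millipolarization. Measured by: FP readout, S and P plane fluorescence. Probe or stimulus: fluorescent TMR peptide probe.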
# SR-BI HDL uptake – blocks mouse SR-BI lipid uptake from DiI-HDL; inhibition, % at 12.5 µM; actives 0.96% (n = 320,000); ldlA[mSR-BI] CHO cells, DiI-HDL uptake fluorescence, 3 h;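 active = mean replicate inhibition of at least 70% and a set share of replicates each scoring 70 or more; inconclusive = meets just one of the two criteria; inactive = fails both criteria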;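 note: 0% = median of neutral control wells and 100% = median of positive control wells; values of inactives mirror those of a sister screen read the other way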
# Target sequence (Q61009 whole entry, looked up): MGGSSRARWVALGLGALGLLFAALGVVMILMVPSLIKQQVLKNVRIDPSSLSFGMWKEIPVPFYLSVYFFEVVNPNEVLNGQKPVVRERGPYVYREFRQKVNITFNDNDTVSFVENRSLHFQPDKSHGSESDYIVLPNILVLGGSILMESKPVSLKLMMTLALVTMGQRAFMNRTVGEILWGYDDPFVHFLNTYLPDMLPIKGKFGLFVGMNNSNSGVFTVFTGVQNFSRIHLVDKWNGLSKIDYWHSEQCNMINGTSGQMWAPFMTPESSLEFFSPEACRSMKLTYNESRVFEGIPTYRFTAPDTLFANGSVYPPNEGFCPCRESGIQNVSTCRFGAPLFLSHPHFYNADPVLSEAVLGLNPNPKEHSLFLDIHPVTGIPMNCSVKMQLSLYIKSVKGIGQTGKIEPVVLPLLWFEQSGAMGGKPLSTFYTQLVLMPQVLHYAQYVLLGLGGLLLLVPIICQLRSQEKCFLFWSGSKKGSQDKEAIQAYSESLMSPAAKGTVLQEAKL
# PvdQ inh – blocks Pseudomonas aeruginosa PvdQ acylase activity | inhibition, % at 10 µM | purified PvdQ acylase, fluorescence plate reader | actives 0.063% (n = 340,000); in the data active = inhibition above about 30%, passing the limit was not always enough; inconclusive = no clear call, values can overlap the other calls;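 note: 0% = vehicle neutral wells and 100% = reference inhibitor wells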
# Rtt109 HAT inh – C. albicans Rtt109 histone acetyltransferase inhibition; Q5AAJ8; purified Rtt109/Vps75, ThioGlo CoA-SH fluorescence, 4 h; inhibition, % at 34.9 µM; actives 0.16% (n = 330,000); AID 540336;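 active = inhibition of at least 50% in every replicate; inconclusive = best replicate reaches 50% inhibition but some replicates fall short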
# Target sequence (Q5AAJ8 whole entry, looked up): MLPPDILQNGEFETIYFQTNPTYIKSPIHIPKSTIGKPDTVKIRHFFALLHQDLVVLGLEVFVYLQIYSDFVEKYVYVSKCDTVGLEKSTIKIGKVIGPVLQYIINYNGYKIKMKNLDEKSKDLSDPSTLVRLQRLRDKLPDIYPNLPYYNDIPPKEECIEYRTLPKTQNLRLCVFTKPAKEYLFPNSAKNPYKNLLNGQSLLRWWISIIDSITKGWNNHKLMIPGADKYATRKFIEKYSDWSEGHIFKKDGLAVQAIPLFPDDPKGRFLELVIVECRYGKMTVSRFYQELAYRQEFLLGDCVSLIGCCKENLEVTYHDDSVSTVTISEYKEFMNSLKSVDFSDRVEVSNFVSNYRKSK
# MITF act – MITF TRPM1 promoter activation in melanoma cells. actives 0.75% (n = 300,000). activation, % at 12.5 µM. SK-MEL-5 TRPM1-promoter luciferase, 24 h; % of positive control, neutral wells = 0;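 active = mean activation of at least 80% with every replicate also reaching 80%; inconclusive = mean reaches 80% but some replicate falls short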;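 note: 0% = neutral control wells and 100% = parthenolide positive control wells; values of inactives mirror those of a sister screen read the other way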
# PfHsp90 yeast 2 – reduces growth (ATP signal) of yeast expressing P. falciparum Hsp90; S. cerevisiae expressing PfHsp90, BacTiter-Glo ATP, 48 h; yeast lacking PDR1 and PDR3 efflux regulators; inhibition, % at 9.4 µM; actives 0.32% (n = 310,000);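 active = every replicate shows inhibition above about 80%, whatever the replicate mean, limit read from the data; inconclusive = mean inhibition reaches the set limit but some replicate falls short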;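 note: 0% = DMSO neutral controls and 100% = 20 µM radicicol positive controls; yeast relying on Plasmodium falciparum Hsp90 in place of its own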
# An asterisk follows results filed as active; ? = inconclusive; · = no result given; + = active, no number.
# Results follow in this order: dFosB act	CAL PDZ FP-1	NSD2 inh	SR-BI DiI-HDL act	CAL PDZ FP-2	SR-BI HDL uptake	PvdQ inh	Rtt109 HAT inh	MITF act	PfHsp90 yeast 2
C/C(=C\c1ccccc1)C(=O)NCc1ccco1
  -1	-3	1	-3	-2.0	3	-8	·	31	10
CCOC(=O)CN1C(=O)S/C(=C\c2ccc3c(c2)OCO3)C1=O
  -3	0	3	12	-1.2	-12	-7	-2	·	-20
Cc1ccc(S(=O)(=O)N2CCC(=O)N(CCOCc3ccc(F)cc3)CC2)cc1
  5	-2	·	34	0.0	-34	-6	-2	-7	-26
C#CCOCCOCCOCCNc1nc(N2CCN(C(=O)[C@H](Cc3cc4ccccc4[nH]3)n3cc(C(N)CC(C)C)nn3)CC2)nc(N2CCN(C(=O)[C@H](CCC(=O)O)n3cc(C(N)[C@H](C)CC)nn3)CC2)n1 (some centres not stated)
  -6	-2	·	15	-0.8	-15	-9	-3	-16	20
C[C@H](NC(=O)c1nc[nH]c1C(=O)NCC(=O)OC(C)(C)C)C(=O)OC(C)(C)C
  -6	3	·	6	-0.3	-6	5	17	-3	-8
Cn1cnnc1SCc1ccc(-c2ccc(Br)cc2)o1
  -7	-2	0	·	-1.5	·	-16	-2	21	14
COc1ccc2c(c1)[C@H]1[C@H](CO2)[C@H](c2ccccc2)[C@]2(C)C(=O)Nc3ccc(C)cc3C(=O)N12
  5	-3	·	17	-1.2	-17	6	6	·	+
O=C(NCCC1CCCCN1S(=O)(=O)c1cccs1)C(=O)Nc1cccc(F)c1 (configuration not stated)
  -2	3	-1	-29	-0.1	29	-5	-6	7	17
COc1ccccc1C(C)NCC(=O)NC(=O)NCc1ccco1 (configuration not stated)
  -7	-2	-2	16	-2.4	-16	-6	6	3	2
CCOc1ccc(NC(=O)CN(C)C(=O)c2sccc2-c2ccccc2)cc1OCC
  -7	0	1	-73	-1.5	?	11	·	-10	·
CS(=O)(=O)N1CCN(C(=O)c2ccc(F)cc2)CC1
  -6	0	·	-1	-2.2	1	-2	-6	-1	-2
COC(=O)c1ccc(NC(=O)CSCc2ccccc2C)cc1
  -9	-5	-8	6	-3.0	-6	-4	-1	14	21
O=C(COc1ccc(Cl)cc1Br)NC(=O)NCc1ccccc1
  9	-21	-4	33	-1.7	-33	-19	6	26	2
Cc1cc(S(=O)(=O)N2CCCCC2CCNC(=O)C(=O)NCC2CCCO2)ccc1F (configuration not stated)
  -8	-4	-1	10	-0.3	-10	-9	-3	-8	17
CN(CC(=O)Nc1ccccc1C(F)(F)F)C(=O)c1ccccc1Sc1ccccc1C#N
  -9	-2	0	-30	-0.7	30	6	9	-11	14
CCC(=O)Nc1ccc(NC(=O)CSc2nnc(C(C)C)n2C)cc1
  3	5	-2	-3	0.3	3	-20	-2	-5	-7
COc1cccc(CN2CCCC(C(=O)c3ccc4c(c3)OCO4)C2)c1OC (configuration not stated)
  -7	-3	0	17	-1.8	-17	-1	5	16	12
CCNc1nc(NCC)n2c(SCC(=O)NC34CC5CC(CC(C5)C3)C4)nnc2n1
  0	-6	-1	24	-0.2	-24	4	5	-3	4
CCCS(=O)(=O)N1CCC(C(=O)N2CCOCC2)CC1
  3	-5	1	68*	-0.1	-68	-4	0	2	3
COc1ccc(/C(O)=C2/C(=O)C(=O)N(CCCN(C)C)C2c2ccccc2)cc1OC (configuration not stated)
  2	·	·	15	-1.4	-15	-10	-7	-4	-2
C=CCn1c(-c2c[nH]c3ccccc23)n[nH]c1=S
  -1	·	-2	0	-0.6	0	-13	-16	·	7
Cc1cccc(NC(=O)c2cc(-c3cc(C)ccc3O)n[nH]2)c1
  -5	6	-1	-23	0.5	23	9	-12	?	1
O=C(COC(=O)CN1CCSC1=O)Nc1ccc(F)cc1Cl
  -1	0	-3	-1	-1.1	1	-15	0	·	5
Cc1c(C(=O)NCc2ccccc2)c(-c2ccccc2)nn1-c1ccccc1
  5	-6	0	-10	·	10	-22	-2	2	6
CC(=O)c1c(C)nn(CC(O)COc2ccc3c(c2)CCC3)c1C (configuration not stated)
  -4	0	2	-10	-2.7	10	9	·	-2	-6
CC1CCCN(C(=O)c2ccc3ncsc3c2)C1 (configuration not stated)
  -7	-1	0	8	-2.2	-8	9	27	-1	·
COc1ccccc1NC(=O)N1CCN(C(=O)Nc2ccccc2OC)CC1
  1	-3	-4	-3	-2.2	3	3	-3	-17	4
O=C(NCc1cccnc1)c1cc2nc(-c3ccc4c(c3)OCO4)cc(C(F)(F)F)n2n1
  -14	3	-19	·	-1.1	·	-1	0	8	-1
O=S1(=O)NC(=NC2CCCCCC2)c2ccccc21
  7	-6	1	-2	-0.9	2	-15	18	-1	-12
COc1ccc(CN(C)C(=O)c2ccc(NS(=O)(=O)c3ccccc3)cc2)c(OC)c1
  -14	0	0	17	-1.5	-17	-11	3	11	6
O=C(CN1CCOCC1)N1N=C(c2cccs2)CC1c1cccs1 (configuration not stated)
  -5	13	1	-8	-1.1	8	-11	-16	-9	-18
O=C(C1CCCN(S(=O)(=O)c2cnc[nH]2)C1)N1CCN(Cc2ccccc2)CC1 (configuration not stated)
  -5	-6	·	4	0.2	-4	-17	0	8	5
CCOC(=O)c1cc(-c2ccc(F)cc2)n(CC(=O)N2CCCC2)c1C
  5	-2	5	-9	-1.6	9	-17	1	-3	13
Cc1sc2ncnc(OCC(=O)NCc3cccs3)c2c1C
  2	-3	0	-22	0.0	22	7	2	-5	14
Cc1ccc(/C=C/C(=O)O)cc1S(=O)(=O)Nc1ccc2c(c1)OCO2
  -5	-3	-1	9	-0.6	-9	-16	-1	-6	-1
CN(C)S(=O)(=O)c1ccc(N2CCOCC2)c(C(=O)O)c1
  -3	-2	-1	46	-0.6	-46	-7	-1	·	-41
Cc1oc2c(C)c3oc(=O)c(CCC(=O)N[C@@H](CC(C)C)C(=O)O)c(C)c3cc2c1C
  -3	-11	1	11	-4.5	-11	4	4	0	16
CCCn1c(SCC(=O)NCc2ccc3c(c2)OCO3)n[nH]c1=O
  0	0	-2	20	-1.2	-20	16	1	-2	-7
COc1ccccc1-n1nc(C)cc1N
  -1	3	-4	·	-0.1	·	-5	8	5	·
CC1Cc2ccccc2N1C(=O)CSc1nc2cc3c(cc2cc1C#N)OCO3 (configuration not stated)
  6	·	38	-17	-0.6	17	-5	5	·	-1
O=C(CCCO)NNc1c2ccccc2nc2ccccc12
  1	·	-2	-13	-1.0	13	-18	5	2	0
COc1ccc(/C=C/C(=O)NC2CCCCC2C)cc1 (configuration not stated)
  -9	0	-3	19	-1.3	-19	-15	-3	·	3
FC(F)(F)c1ccncc1-c1nnc(C2CCCCC2)o1
  5	·	-2	20	-0.7	-20	-4	-3	-6	2
Cc1cn([C@H]2C[C@H](O)[C@@H](CCC(=O)NCCc3cnc[nH]3)O2)c(=O)[nH]c1=O
  0	0	·	11	0.7	-11	-11	-3	4	9
CCc1ccc(N(CC(=O)Nc2ccccc2C(=O)N2CCCC2)S(C)(=O)=O)cc1
  -5	1	-2	-1	1.0	1	4	15	8	-4
CC(C)n1c(COc2ccccc2)nc2ccccc21
  -11	0	-7	-4	-0.6	4	-22	4	·	1
Nc1nc2ccc(S(=O)(=O)N3CCCCC3)cc2s1
  -3	·	·	8	0.2	-8	-20	152*	-13	-22
Cc1cc(C(=O)Nc2nnc(C(F)(F)F)s2)no1
  1	-8	-7	6	0.4	-6	-3	-6	12	-8
O=[N+]([O-])/C(C(=C(Cl)Cl)N1CCN(Cc2ccccc2)CC1)=C1\NCCN1Cc1ccc(Cl)nc1
  -7	1	-1	12	0.4	-12	-14	5	-1	-25
CCOc1ccc(N2C(=O)CC(NC3CCN(C(=O)c4ccc(F)cc4)CC3)C2=O)cc1 (configuration not stated)
  -2	-1	-2	7	-1.8	-7	-19	-10	-7	-17
CCCCn1nc(C(=O)Nc2ccccc2N2CCCC2)c2ccccc2c1=O
  -13	0	5	-32	-1.0	32	8	-1	-15	-18
Cc1ccc(N2CC(C(=O)Nc3ccc4c(c3)OCO4)CC2=O)cc1 (configuration not stated)
  0	-4	-1	26	·	-26	-12	14	·	·
COc1ccccc1/C=C1\SC(=S)N(CCC(=O)N2CCCCC2CCO)C1=O (configuration not stated)
  -7	4	0	-13	-1.6	13	-4	-3	2	2
S=C(NCc1cccs1)Nc1cccc(Cl)c1
  -2	·	-2	-18	-1.5	18	7	3	5	·
CCOCCCNS(=O)(=O)c1ccc2c(c1)oc(=O)n2CC(=O)OCC
  -9	-2	-2	12	-1.5	-12	-11	-3	1	·
CCC(C)NC(=O)CSc1nnc(-c2ccc(OC)c(OC)c2)c(-c2ccc(OC)c(OC)c2)n1 (configuration not stated)
  0	-1	17	-18	0.0	18	2	1	0	9
CN(CCO)c1ccc(C(C(=O)c2ccccc2)c2ccc(N(C)CCO)cc2)cc1
  -2	-2	·	13	-0.1	-13	0	-2	4	-8
COc1ccccc1NC(=O)N1CCN(c2ccnc3cc(Cl)ccc23)CC1
  -1	2	-1	21	-2.1	-21	11	17	1	-9
CCOC(=O)c1[nH]c(CO)c(C(=O)OCC)c1C
  -12	-4	7	10	0.6	-10	5	-1	-1	-17
O=C(c1cccc(F)c1)N1CCC(c2nc3ccccc3s2)CC1
  2	-2	0	-18	-2.7	18	-2	0	-7	0
Fc1ccc2cnc(-c3cccnc3)cc2c1
  -20	-3	·	37	0.0	-37	-2	-3	48	-16
O=C(Nc1ccccc1Oc1ccsc1C(=O)O)c1ccccc1
  2	39*	-1	-11	-2.6	11	-12	-3	-5	7
NS(=O)(=O)c1ccc(CCNC(=O)c2ccccc2Cc2ccccc2)cc1
  -7	·	-2	-2	0.1	2	-9	-9	-6	-19
